FBW7 act = FBW7 E3 ligase activators, primary screen, biochemical, AlphaScreen, human; F-box/WD repeat-containing protein 7 (Homo sapiens), Q969H0; normalized activity (activation), % at 26.1 µM; 0.13% of 650,000 active; AlphaScreen FBW7–phospho-cyclin E peptide binding, activator screen; in the data active = normalized activity above about 1.9%;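 also: purified mutant Fbw7 with reduced substrate affinity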
Target sequence (Q969H0 whole entry, looked up): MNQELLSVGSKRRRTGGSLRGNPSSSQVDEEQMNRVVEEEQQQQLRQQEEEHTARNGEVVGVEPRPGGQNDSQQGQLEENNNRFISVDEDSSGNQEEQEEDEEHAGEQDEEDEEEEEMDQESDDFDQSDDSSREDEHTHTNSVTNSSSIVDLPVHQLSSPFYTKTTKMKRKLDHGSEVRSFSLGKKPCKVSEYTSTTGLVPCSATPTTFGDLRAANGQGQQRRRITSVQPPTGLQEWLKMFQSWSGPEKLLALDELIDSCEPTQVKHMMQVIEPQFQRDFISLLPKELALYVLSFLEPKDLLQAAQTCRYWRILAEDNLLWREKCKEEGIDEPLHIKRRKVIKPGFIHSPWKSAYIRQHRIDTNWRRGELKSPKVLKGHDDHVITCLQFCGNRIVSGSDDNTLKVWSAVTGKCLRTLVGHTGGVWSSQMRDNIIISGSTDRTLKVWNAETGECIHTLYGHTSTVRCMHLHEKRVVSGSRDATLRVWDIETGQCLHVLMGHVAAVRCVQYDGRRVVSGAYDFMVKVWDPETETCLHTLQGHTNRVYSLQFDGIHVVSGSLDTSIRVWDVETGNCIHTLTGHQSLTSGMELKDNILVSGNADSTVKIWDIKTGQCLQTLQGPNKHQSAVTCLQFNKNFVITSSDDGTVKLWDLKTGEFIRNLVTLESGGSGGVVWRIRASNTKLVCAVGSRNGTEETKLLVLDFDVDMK
MITF primary = MITF inhibitors, primary screen, biochemical, AlphaScreen, human; AlphaScreen MITF homodimerization, bead proximity signal; 0.91% of 650,000 active; Microphthalmia-associated transcription factor (Homo sapiens), O75030; inhibition, % at 2.6 µM; AID 1259374, 2018; in the data active = inhibition above about 50%;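 also: 0% = vehicle wells with protein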
GPR151 ag = activators of human GPR151, primary screen, cell-based, PathHunter beta-arrestin, luminescence; 1% of 650,000 active; AID 1508602, 2020; activation, % at 11.2 µM; PathHunter beta-arrestin GPR151 cells; in the data active = activation above about 4.9%;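 also: 0% = median of compound wells and 100% = cells with positive control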
TEAD-YAP block = TEAD-YAP interaction inhibition, primary screen, TEAD-YAP interaction inhibitor project, luminescence, HEK-TIYL cells. TEAD-Gal4/YAP UAS-luciferase luminescence. inhibition, % at 9.12 µM. 1.4% of 640,000 active; in the data active = inhibition above about 32%;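 also: 0% = median of test compound wells and 100% = reference inhibitor wells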
Starred values were filed as active, the others as inactive. An unsorted share of the library. About 3.5% of those tested had a hit in this group.

Structure,FBW7 act,MITF primary,GPR151 ag,TEAD-YAP block
CN(C)c1cccc(Nc2cc(C(=O)NCCCN3CCCC3=O)ccn2)c1,0.4,23,-1.2,3
CC(CO)(C[Si](C)(C)C)C(NCc1ccccc1)c1ccccc1 (stereo not given),0.2,-5,-1.2,1
CCc1cc2c(NCc3cccnc3)nc(C)nc2s1,0.2,-9,2.0,-5
O=C(CCN1C(=O)c2cccc([N+](=O)[O-])c2C1=O)Nc1nnc(C2CCCCC2)s1,0.0,12,0.4,-8
C/C(=N\Nc1ccccc1C)c1ccc(-n2ccnc2)cc1,-0.1,12,1.0,3
CCSc1nnc2c(n1)OC(c1cc(Br)c(O)c(Br)c1)Nc1ccccc1-2 (stereo not given),-0.1,-1,-1.5,-29
Nc1c(C(=O)Nc2ccc(Br)cc2)nnn1Cc1ccccc1,0.7,17,-0.9,12
C=CCNc1nc2c(c(=O)n(C)c(=O)n2C)n1Cc1ccccc1,0.1,14,2.0,34*
FC(F)(F)c1ccccc1Nc1nc(-n2ccnc2)nc(-n2ccnc2)n1,0.1,2,1.3,-5
CN(C/C=C/c1ccco1)Cc1nnc(SCCOc2ccccc2)n1C,0.0,3,-0.5,1
CCOC(=O)c1ccccc1NC(=O)OC,-0.1,-22,-1.6,6
CN(C)S(=O)(=O)c1cc(S(=O)(=O)N(C)C)c2cccc3c2c1NC3=O,0.1,-13,-0.3,-17
CCOc1cc(/C=C2/C(=N)N3N=C(CC)SC3=NC2=O)cc(Br)c1OCCOc1cc(C)cc(CC)c1,-0.1,7,-0.7,-6
COc1ccc(-n2cc(C(=O)Nc3ccc(F)cc3F)c3ccccc3c2=O)cc1,0.1,-12,2.1,7
COc1ccccc1C(=O)N1CCN(C(=O)C2CC(CCc3ccccc3)=NO2)CC1 (stereo not given),-0.1,6,0.1,-27
Cc1ccc(NS(=O)(=O)c2c(C)[nH]c(=O)[nH]c2=O)cc1F,-0.1,3,0.1,-12
COc1ccc(Br)c(C(=O)N/C(=C/c2cccc([N+](=O)[O-])c2)C(=O)Nc2ccc(Cl)cc2C)c1,-0.1,3,-0.3,13
Cc1cc(C)nc(N/N=C/c2ccncc2)n1,-0.2,14,1.3,-7
COc1ccc(C(O)c2nc3ccccc3n2C(C)C)cc1 (stereo not given),0.1,17,0.1,-2
C/C(=N\Nc1ccc([N+](=O)[O-])cc1[N+](=O)[O-])C(C)C(C)C (stereo not given),0.0,36,-0.2,-5

No new results follow: entries from further up.
Structure,FBW7 act,MITF primary,GPR151 ag,TEAD-YAP block
CN(C)c1cccc(Nc2cc(C(=O)NCCCN3CCCC3=O)ccn2)c1,0.4,23,-1.2,3
CC(CO)(C[Si](C)(C)C)C(NCc1ccccc1)c1ccccc1 (stereo not given),0.2,-5,-1.2,1

Next part:
Structure,FBW7 act,MITF primary,GPR151 ag,TEAD-YAP block
COc1ccccc1-c1ccc(SCC(=O)N2CCCC2)nn1,0.1,-10,-2.1,1
O=C(Nc1nc(-c2cccc([N+](=O)[O-])c2)cs1)c1ccco1,0.1,22,1.4,-16
CCCn1c(=O)c(C(=O)Nc2ccc([N+](=O)[O-])cc2O)c(O)c2ccccc21,0.5,12,-0.5,4
CN1CCN(CC(=O)Nc2cccc([N+](=O)[O-])c2)CC1,0.1,-2,0.9,-6
O=C(NCCCN1CCCC1=O)c1cnc(N2CCN(Cc3ccc4c(c3)OCO4)CC2)s1,-0.1,-5,-0.4,0
CCCN(CCC)S(=O)(=O)c1ccc(C(=O)Nc2ncc(S(=O)(=O)c3ccc([N+](=O)[O-])cc3)s2)cc1,-0.2,3,1.9,7
COc1ccccc1CNS(=O)(=O)c1cccc2cnccc12,0.1,10,-0.4,1
CCC(=O)N(Cc1cc2cc(C)cc(C)c2[nH]c1=O)CC1CCCO1 (stereo not given),0.0,1,2.7,-3
Cc1cc(C)cc(Nc2cc(C)nc3nncn23)c1,0.0,7,-1.4,9
CNS(=O)(=O)c1ccc(NC(=S)Nc2ccc3c(c2)OCO3)cc1,-0.2,3,1.6,-16
CN(C)c1cccc(Nc2nc(NC3CCN(Cc4ccccc4)CC3)c3ncn(-c4ccccc4)c3n2)c1,0.2,14,1.9,4
CC1=C(C(=O)Nc2ccccc2C)C(c2ccco2)C(C#N)=C(SCC(=O)Nc2ccc(C)cc2C)N1 (stereo not given),0.1,-6,0.1,3
CN(C)c1ccc(/C=C2/N=C(c3ccc(F)cc3)OC2=O)cc1,-0.1,11,0.5,-3
Cc1ccccc1-n1nc2c(c1NC(=O)c1ccccc1[N+](=O)[O-])CS(=O)(=O)C2,-0.2,1,1.1,7
O=C1CCCCC1Sc1ncnc2sccc12 (stereo not given),0.6,-6,1.3,-15
c1cncc(-c2nc3c4ccccc4nc(NC4CCCC4)n3n2)c1,-0.1,5,0.1,14
COc1ccc(C2=NN(CCC(=O)NCc3cccs3)C(=O)CC2)cc1,0.0,3,-0.4,4
CCn1c(=O)n(CC)c2cc(S(=O)(=O)Nc3cc(C)cc(C)c3C#N)ccc21,-0.2,-8,1.5,1
CCCC(=O)Nc1ccc(NC(=O)c2cccs2)cc1,0.0,-16,-1.2,-37
COc1ccc(NC(=O)c2cnc(Nc3ccccc3OC)c3ccccc23)c(OC)c1,0.1,-7,-0.4,-10
CCOC(=O)c1c(NC(=O)c2ccccc2F)sc(C(=O)Nc2ccc(C)cc2C)c1C,0.0,8,-0.6,4
Cc1cccc(NS(=O)(=O)c2ccc3c(c2)CC(=O)N3)c1,0.0,0,0.1,10
COc1ccc(-c2nnnn2CCc2ccccc2)cc1,-0.1,6,-0.1,-12
c1ccc(CCCCNc2nccc(Nc3ccncn3)n2)cc1,-0.1,61*,-1.5,-11
O=C(Nc1ccc(F)cc1)c1cc(Cl)sc1Cl,0.0,11,1.7,-23
CCNc1nc(NCC)nc(N(n2cnnc2)S(=O)(=O)c2ccc(C)cc2)n1,-0.1,0,0.6,0
COC(CNC(=O)CN1C(=O)/C(=C\c2ccccc2Cl)Sc2ccccc21)OC,0.0,-3,0.0,-1
CCOC(=O)c1c(-c2cccs2)csc1NC=O,0.1,-11,0.7,-7
Cc1nnc(N2C(=O)C(=O)/C(=C(/O)c3ccccc3)C2c2ccc(Cl)cc2)s1 (stereo not given),-0.2,-5,0.4,-5
N#Cc1cccc(CN2CCC(N(CC3CC3)S(=O)(=O)c3cccs3)CC2)c1,-0.1,7,0.4,-7
CC1(C)CC(=O)C2=C(C1)OC1=C(C(=O)CC(C)(C)C1)C2c1cc(Cl)cc(Cl)c1OCc1ccc(Cl)cc1Cl,0.1,-9,5.5*,8
Cc1ccc(N(CC(=O)NCCC(C)C)C(=O)CCC(=O)Nc2ccccn2)cc1C,0.0,0,-0.5,4
COc1cccc(-n2c(=S)sc3c(=O)n(-c4ccccc4C)c(SCC(=O)N4CCCC4)nc32)c1,0.1,15,1.1,-3
CCNc1nc(NCC)nc(Oc2ccc(OCc3ccccc3)nn2)n1,-0.1,-7,1.9,-11
Cc1nnc(NC(=O)CSc2nnc(CNC(=O)c3ccc(S(=O)(=O)N(C)C)cc3)n2-c2ccc(F)cc2)s1,-0.1,3,0.3,-5
CC(C)=CCN1CCNC(=O)C1CC(=O)NCC1(c2ccccc2)CCCC1 (stereo not given),0.0,8,0.2,0
CSc1nnc(NC(=O)c2cccc(Cl)c2)s1,-0.1,1,3.7,-17
Cn1nc([N+](=O)[O-])nc1Sc1ccc(C(C)(C)C)cc1,-0.2,5,0.3,2
Cc1ccc(Nc2nc(N)nc(CSC(=S)N3CCOCC3)n2)c(C)c1,0.2,13,3.2,-50
CCCN(CCC)S(=O)(=O)c1ccc(F)c(C(=O)Nc2ccc(C(C)C)cc2)c1,0.5,10,-0.7,15
CCCn1c(N2CCN(CC(=O)NCc3cccs3)CC2)nc2ccccc21,0.1,17,-0.2,-19
O=C(Nc1c2c(nn1-c1ccc(Cl)cc1)CS(=O)(=O)C2)c1cc([N+](=O)[O-])ccc1Cl,-0.1,10,1.1,2
O=S(=O)(NCCN1CCOC(c2ccccc2)C1)c1cccc2ccccc12 (stereo not given),0.8,20,-1.4,10
CC(C)C(=O)NCC1CCC2(CCN(Cc3c(F)cccc3F)CC2)O1 (stereo not given),0.1,16,-0.6,1
CCOC(=O)c1c(NC(=O)c2ccncc2)sc2c1CCC2,0.0,7,0.7,15
COc1cccc(CN2CCN(Cc3ccccc3OC)CC2CCO)c1 (stereo not given),0.1,6,-1.0,-11
COc1ccc(CCc2nnc(CCC(=O)N(C)Cc3ccncc3C)o2)cc1,-0.1,-4,-1.3,-11
c1ccc(-c2nc3c4c5c(sc4ncn3n2)CCCCC5)cc1,0.0,-6,1.4,3
CC(=O)c1cccc(OCc2nnc(-c3ccccc3)o2)c1,0.0,-25,-1.5,-23
O=C1OC(c2ccc(Br)cc2)=N/C1=C\c1coc2ccccc2c1=O,0.5,14,1.4,-2
O=S(=O)(c1ccccc1)N1N=C(c2ccccc2)CC1c1ccccc1Cl (stereo not given),-0.1,7,-0.7,-7
O/N=C1\CCCCc2ccccc21,0.0,7,1.5,-10
O=C1CC(c2ccccc2)CC2=C1C(c1ccc(OCc3ccccc3)cc1)Nc1ccccc1N2 (stereo not given),-0.1,-3,0.4,-2
CC(C)=NNC(=O)C(C)Oc1ccc(Cl)cc1 (stereo not given),0.0,-7,0.4,-1
CCc1ccc(NC(=O)CCS(=O)(=O)c2cc3c(cc2Cl)NC(=O)CO3)cc1,0.3,8,1.0,2
C1CCC(Nc2nc3nonc3nc2NC2CCCCC2)CC1,0.0,-3,-0.1,1
COc1ccc(C2C(C(=O)Nc3ncccc3C)c3ccccc3C(=O)N2C)cc1 (stereo not given),0.1,-7,-0.9,-6
Cc1ccc(N2C(=O)CC(Sc3nc(C)cc(C)c3C#N)C2=O)cc1 (stereo not given),0.0,12,-0.3,-8
Cn1c(=O)cc(C(=O)Nc2ccc(Cl)cc2Cl)[nH]c1=O,0.0,0,-4.7,-46
O=C1C2C3C=CC(C3)C2C(=O)N1c1ccc(F)cc1Cl (stereo not given),0.3,15,0.8,-7

Carrying on:
Structure,FBW7 act,MITF primary,GPR151 ag,TEAD-YAP block
NC(=O)CSc1nc2ccc(Br)cc2[nH]1,-0.1,-11,-0.7,-2
O=S(=O)(NCc1ccc2[nH]c3c(c2c1)CCCC3)c1ccccc1,-0.2,0,-0.1,6
CCOC(=O)c1c(C)n(C)c2c1cc(O)c1ccccc12,-0.1,6,6.1*,-14
CCn1c(=O)n(CC(=O)Nc2cc(Cl)c(OC)cc2OC)c(=O)c2ccccc21,0.5,-3,0.0,-9
O=C(O)[C@@H]1C[C@H](C(=O)O)N1,0.5,-3,0.7,1
O=C(Nc1ccccc1)N(Cc1ccc2c(c1)OCO2)Cc1nc2ccccc2c(=O)[nH]1,-0.1,2,-0.1,2
N/C(=N\OC(=O)COc1ccccc1Cl)c1ccc([N+](=O)[O-])cc1,-0.1,-1,1.0,-15
OCCCCCNc1ncnc2sc3c(c12)CCCC3,0.9,4,1.3,-3
O=C1c2ccccc2NC(/C=C/c2ccccc2)N1c1ccccc1 (stereo not given),-0.1,-3,0.6,-26
COCCCn1c(-c2ccc(OC)c(OC)c2)n[nH]c1=S,-0.2,-5,-1.2,-1
COc1ccc(-c2noc(CN(C)C(=O)NC3CCCCC3)n2)cc1OC,0.0,-1,0.2,3
Cc1ccc(-c2nc3s/c(=C\c4ccco4)c(=O)n3n2)cc1,0.0,3,1.3,-6
C[C@@H]1NC(=O)[C@H]2CN(Cc3cnn(-c4ccccc4Cl)c3)CCN2C1=O,-0.1,16,-1.0,5
CCOc1ccc(Br)cc1C1NC(=O)NC(C)=C1C(=O)OC (stereo not given),0.1,1,0.5,2
CNc1nc(N2CC(C)CC(C)C2)nc(N)c1[N+](=O)[O-] (stereo not given),0.0,12,-2.0,9
Fc1ccc(N2CCN(C(=S)Nc3ccccc3)CC2)cc1,0.0,3,-1.0,4
COc1ccc(C2/C(=C(\O)c3ccc(Cl)cc3)C(=O)C(=O)N2c2nnc(C)s2)cc1OC (stereo not given),-0.1,5,-1.1,4
CC(C)(C)CC(C)(C)NS(=O)(=O)c1ccc(Br)cc1,1.0,15,-1.4,3

Part of the list above with just TEAD-YAP block, GPR151 ag and MITF primary.
compound	TEAD-YAP block	GPR151 ag	MITF primary
CNc1nc(N2CC(C)CC(C)C2)nc(N)c1[N+](=O)[O-] (stereo not given)	9	-2.0	12
NC(=O)CSc1nc2ccc(Br)cc2[nH]1	-2	-0.7	-11
O=C(O)[C@@H]1C[C@H](C(=O)O)N1	1	0.7	-3
CCOC(=O)c1c(C)n(C)c2c1cc(O)c1ccccc12	-14	6.1*	6
N/C(=N\OC(=O)COc1ccccc1Cl)c1ccc([N+](=O)[O-])cc1	-15	1.0	-1

Screening data deposited in PubChem by The Scripps Research Institute Molecular Screening Center.
